ABCB1 inh – ABCB1 efflux pump inhibitors, primary screen, cell-based, multiplex, flow cytometry, ABCG2 counter-screen | hit rate 0.067% among 190,000 | inhibition, % at 6.6 µM | CCRF-Adr cells, JC-1 efflux | AID 1326, 2008 | ATP-dependent translocase ABCB1 (Homo sapiens), P08183; in the data active = inhibition above about 40%;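 also: 0% = vehicle and 100% = reference inhibitor; higher value means more JC-1 retained so stronger ABCB1 efflux block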
ABCG2 inh – ABCG2 efflux pump inhibitors, primary screen, multiplex with ABCB1, IgMXP3 cells, flow cytometry | inhibition, % at 6.6 µM | hit rate 0.1% among 190,000 | JC-1 efflux;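 active = inhibition above 80%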;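 also: 0% = DMSO and 100% = nicardipine control wells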
Target sequence (Q9UNQ0 whole entry, looked up): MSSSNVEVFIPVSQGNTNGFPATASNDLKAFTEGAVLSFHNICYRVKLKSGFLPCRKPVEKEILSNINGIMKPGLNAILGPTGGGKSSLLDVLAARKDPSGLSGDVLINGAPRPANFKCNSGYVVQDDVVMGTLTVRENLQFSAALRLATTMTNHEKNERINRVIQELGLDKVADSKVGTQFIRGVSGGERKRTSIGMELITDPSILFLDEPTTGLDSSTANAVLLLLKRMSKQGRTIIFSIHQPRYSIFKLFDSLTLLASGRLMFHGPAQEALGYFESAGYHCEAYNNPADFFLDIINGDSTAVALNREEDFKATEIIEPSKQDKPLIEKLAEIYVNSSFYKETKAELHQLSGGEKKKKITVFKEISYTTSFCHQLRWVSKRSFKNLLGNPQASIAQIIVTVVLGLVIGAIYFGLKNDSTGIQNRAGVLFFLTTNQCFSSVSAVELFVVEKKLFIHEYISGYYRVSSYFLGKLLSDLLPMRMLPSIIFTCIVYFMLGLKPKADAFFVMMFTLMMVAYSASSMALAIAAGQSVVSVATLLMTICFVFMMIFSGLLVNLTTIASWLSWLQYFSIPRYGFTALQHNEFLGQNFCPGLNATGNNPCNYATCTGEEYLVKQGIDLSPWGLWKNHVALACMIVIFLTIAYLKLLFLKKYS
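Test system: IgMXP3 (ABCG2) plus far-red-tagged CCRF-Adr (ABCB1) cells. Reagent: JC-1 dye as substrate. Timing: 10 min exposure at 25 °C with rotation, no wash. Measured by: flow cytometric JC-1 green MFI at 530 nm. Read-out: percent efflux inhibition, scaled nicardipine 100% to DMSO 0%. Control set: nicardipine and DMSO wells.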
GSH fluor – compound fluorescence on glutathione beads, profiling panel, artefact control, biophysical, 488/530 nm, flow cytometry; hit rate 0.25% among 190,000; GSH beads flow cytometry, compound fluorescence 488/530 nm; stronger effect = higher value; AID 1776, 2009; fluorescence (KMESF) at 10 µM; in the data active = fluorescence above about 89;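 also: glutathione beads carrying GST-tagged Bcl family fusion proteins plus one bare bead set; values are compound well signal with DMSO vehicle wells as background; inactives centre near 16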
RGS8-Gao reg – RGS8-Galphao binding modulators, primary screen, biochemical, multiplexed bead flow cytometry | response (percent of control binding), % at 10 µM | hit rate 0.34% among 220,000 | Guanine nucleotide-binding protein G(o) subunit alpha (Homo sapiens), P09471 | actives lie on both sides; in the data active = response below about 60% or above about 140%; inactive = in between;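 also: Galphao activated as the GDP aluminium fluoride complex binding bead-coupled RGS8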
Mcl1 Noxa PPI – Mcl-1/Noxa binding inhibitors, primary screen, biochemical, TR-FRET, 1536-well; TR-FRET Mcl-1/Noxa peptide binding, 2 h; inhibition, % at 21.7 µM; hit rate 1.5% among 220,000;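 active = compounds that cut the protein-peptide binding signal by more than 50% relative to plate controls in a single-dose test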;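 also: His-tagged Mcl-1 with rhodamine Noxa BH3 peptide and terbium anti-His antibody; 0% = Mcl-1 plus Noxa peptide wells and 100% = peptide-only wells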
Target sequence (Q07820 whole entry, looked up): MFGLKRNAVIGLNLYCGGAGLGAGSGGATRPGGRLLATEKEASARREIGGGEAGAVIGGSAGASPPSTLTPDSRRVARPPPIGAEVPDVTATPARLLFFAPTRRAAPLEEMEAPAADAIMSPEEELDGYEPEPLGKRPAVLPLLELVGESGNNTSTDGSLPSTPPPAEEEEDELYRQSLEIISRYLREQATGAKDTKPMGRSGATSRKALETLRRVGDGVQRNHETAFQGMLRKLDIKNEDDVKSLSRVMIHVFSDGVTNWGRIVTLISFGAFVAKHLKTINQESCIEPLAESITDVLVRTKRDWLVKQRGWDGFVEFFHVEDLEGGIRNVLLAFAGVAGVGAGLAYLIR
Pf gametocyte – late stage P. falciparum gametocyte viability inhibitors, primary screen, ATP luminescence, HTS. P. falciparum stage V gametocytes, 24 h. inhibition, % at 10.9 µM. hit rate 0.065% among 150,000. AID 743093, 2013;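 active = inhibition above the mean plus 3 SD of compounds within the control limits, set per campaign, cut at about 38% in these data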;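 also: 0% = DMSO wells and 100% = medium only without gametocytes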
Avidin fluor – green autofluorescence of compounds with avidin beads – biophysical, 488/530 nm, flow cytometry, artefact control, profiling panel. compound fluorescence 488/530 nm; stronger effect = higher value. fluorescence (KMESF) at 10 µM. hit rate 0.38% among 220,000. AID 1775, 2009; in the data active = fluorescence above about 47; also: inactives centre near 10
Mcl-1 Bim block – inhibitors of Bim peptide binding to Mcl-1, primary screen, biochemical, bead-based flow cytometry, multiplex; Bim peptide-Mcl-1 binding; inhibition, % at 10 µM; hit rate 0.1% among 190,000; AID 1009, 2008; in the data active = inhibition above about 40%;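 also: 0% = no compound tracer wells and 100% = peptide blocker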
Mcl1-Bid inh – Mcl-1/Bid binding inhibitors, primary screen, biochemical, TR-FRET, 1536-well; inhibition, % at 21.7 µM; AID 1021, 2008; Induced myeloid leukemia cell differentiation protein Mcl-1 (Homo sapiens), Q07820; hit rate 0.97% among 220,000; TR-FRET Mcl-1/Bid-Dy647 peptide binding;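 active = compounds that cut the binding signal by more than half at the single screening dose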;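 also: His-tagged Mcl-1 with europium anti-His antibody binding Bid BH3 peptide; 0% = Mcl-1 plus peptide wells and 100% = peptide-only wells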
RGS7-Gao – RGS7-Galphao binding modulators, primary screen, biochemical, multiplexed bead flow cytometry. Guanine nucleotide-binding protein G(o) subunit alpha (Homo sapiens), P09471. actives lie on both sides. binding response (% of control), % at 10 µM. hit rate 0.35% among 220,000; in the data active = binding response below about 49% or above about 150%; inconclusive = no clear call, values can overlap the other calls; inactive = in between;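 also: fluorescent Galphao held in activated GDP-AlF4 state binding bead-coupled RGS7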
RGS4-Gao reg – modulators of RGS4 binding to Galphao, primary screen, biochemical, multiplexed bead flow cytometry; AID 1415, 2008; actives lie on both sides; binding response (% of control), % at 10 µM; hit rate 0.33% among 220,000; Guanine nucleotide-binding protein G(o) subunit alpha (Homo sapiens), P09471; in the data active = binding response below about 49% or above about 150%; inactive = in between;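 also: fluorescent Galphao activated with aluminum fluoride binding bead-coupled RGS4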
An asterisk follows results filed as active; ? = inconclusive; . = not tested or not shown. Rows are unselected, and some 3.3% of all compounds hit somewhere here.

Sample of the layout (five entries):
SMILES	Mcl1-Bid inh	RGS7-Gao	Pf gametocyte	ABCB1 inh	Mcl-1 Bim block	RGS4-Gao reg	RGS8-Gao reg	Mcl1 Noxa PPI	Avidin fluor	ABCG2 inh	GSH fluor
O=C(O)/C=C/C(=O)NNC(=O)c1cccc(Br)c1	-12	90	-9	0.8	-3	91	96	7	3	7	10
CCOc1ccc(C(=O)c2nc3c(n2O)CCCC3)cc1	2	104	-12	-0.4	-7	101	102	-4	24	-7	22
O=C(c1ccccc1F)N(Cc1cccnc1)Cc1cc2cc3c(cc2[nH]c1=O)OCCO3	15	85	-28	0.1	-5	90	93	24	10	0	14
CCOC(=O)c1c(NC(=O)N/N=C/c2ccc(O)c(OC)c2)sc(C(C)=O)c1C	71*	?	.	.	.	114	109	84*	.	.	.
COc1ccc2cc3cc(C(=O)NCCCN4CCOCC4)oc3nc2c1	-1	98	.	1.0	-1	97	100	0	8	9	15

All compounds of this part, repeating the preview:
SMILES	Mcl1-Bid inh	RGS7-Gao	Pf gametocyte	ABCB1 inh	Mcl-1 Bim block	RGS4-Gao reg	RGS8-Gao reg	Mcl1 Noxa PPI	Avidin fluor	ABCG2 inh	GSH fluor
O=C(O)/C=C/C(=O)NNC(=O)c1cccc(Br)c1	-12	90	-9	0.8	-3	91	96	7	3	7	10
CCOc1ccc(C(=O)c2nc3c(n2O)CCCC3)cc1	2	104	-12	-0.4	-7	101	102	-4	24	-7	22
O=C(c1ccccc1F)N(Cc1cccnc1)Cc1cc2cc3c(cc2[nH]c1=O)OCCO3	15	85	-28	0.1	-5	90	93	24	10	0	14
CCOC(=O)c1c(NC(=O)N/N=C/c2ccc(O)c(OC)c2)sc(C(C)=O)c1C	71*	?	.	.	.	114	109	84*	.	.	.
COc1ccc2cc3cc(C(=O)NCCCN4CCOCC4)oc3nc2c1	-1	98	.	1.0	-1	97	100	0	8	9	15
CCCn1c(=O)c2c(nc3n2CCN3Cc2ccco2)n(C)c1=O	-8	101	-7	-0.1	3	103	102	16	10	10	20
Cc1nn(Cc2ccc(C(=O)Nc3ccc(C(=O)OC(C)C)cc3)o2)c(C)c1Cl	-1	97	.	3.6	-4	99	101	25	12	4	40
CCC(COC)NCc1cn(-c2ccc(OC)cc2)nc1-c1cccc(F)c1 (centres undefined)	-40	93	13	2.0	-2	100	100	19	10	7	14
COc1ccc(Nc2nc(NN)nc(C)c2[N+](=O)[O-])cc1	-70	?	8	-0.1	1	109	106	15	10	1	25
CSc1cccc(NC(=S)N(CCC(C)C)C2CCN(C(C)=O)CC2)c1	-24	104	-21	-0.4	-4	103	102	5	17	-1	12
O=C(CSc1nnc(Cn2c(=O)sc3ccccc32)n1-c1ccccc1)NCc1ccco1	-5	101	.	0.0	-5	103	105	13	26	0	16
C=CCn1c(SCC(=O)NNC(=O)Nc2cccc(Cl)c2)nnc1-c1ccccc1	10	?	5	.	.	87	92	9	11	.	.
O=C(CN1CCN(c2nc(-c3ccc(F)cc3)cs2)CC1)NCc1ccc2c(c1)OCO2	-61	101	4	1.2	-2	104	101	-15	7	16	41
COc1ccc(N2CCN(CCCNC(=O)C3CCCN(S(=O)(=O)c4cnc[nH]4)C3)CC2)cc1 (centres undefined)	25	99	.	1.1	-4	101	103	22	24	6	15
CC1CC(C#N)N(N(C)C)C1=C(C#N)C#N (centres undefined)	-25	?	12	.	.	87	100	-6	6	.	.
CC(O)CNCc1ccccc1C(F)(F)F (centres undefined)	1	102	.	0.1	0	102	100	16	6	1	22
O=C(CN1CCOCC1)n1c2ccccc2c2ccccc21	-16	100	.	0.3	-5	98	99	-2	8	1	256*
COc1ccc(OC)c(/C=N/n2c(-c3n[nH]c4c3CCC4)n[nH]c2=S)c1	-57	?	-16	.	.	93	102	-8	8	.	.
CC(SC1=NCCS1)C(=O)Nc1nnc(-c2ccc(F)cc2)s1 (centres undefined)	2	105	.	1.1	-1	103	105	5	7	11	26
Cn1nc(-c2ccccc2)c(C(=O)NC(C(=O)O)c2ccccc2)c1Cl (centres undefined)	-79	101	-5	0.4	-1	86	94	4	5	1	17
CCOC(=O)c1cc(-c2ccc(C)cc2)n(CCC(=O)N2CCN(c3ccccn3)CC2)c1C	-26	105	10	10.0	-5	103	100	9	13	21	4
CC(C)NC(NC(=O)/C=C/c1ccccc1)C(Cl)(Cl)Cl (centres undefined)	12	99	-10	0.4	0	99	98	11	7	4	12
COC(=O)C1=CN(Cc2cccs2)C=C(C(=O)OC)C1c1cccc(Cl)c1	-30	?	-20	3.1	0	103	103	5	11	19	15
CCOC(=O)c1csc(NC(=O)CSc2nnnn2-c2ccc(OCC)cc2)n1	11	103	0	0.0	-2	105	96	7	3	0	26
Clc1cccc(Cl)c1-c1noc(-c2ccno2)n1	-13	?	-23	.	.	100	98	5	5	.	.
CCCc1cc(=O)n2[nH]c(NCc3c(F)cccc3Cl)nc2n1	-12	102	-2	-0.6	0	104	104	13	9	9	15
CC1=C(C(=O)Nc2ccccc2)C2(CCCCC2)C(C#N)=C(SCC(N)=O)N1	-23	99	6	0.4	-5	102	100	-6	25	3	24
Cc1cc(C)nc(N/C(=N/S(=O)(=O)Cc2ccccc2)Nc2ccccc2)n1	5	99	.	1.2	-4	95	100	5	4	9	17
C/C(=N\Nc1ccccc1)c1c(O)cc(C)oc1=O	-31	101	-15	0.2	0	100	100	3	24	2	12
Cc1cccc(NC(=O)CSc2n[nH]c(-c3ccncc3)n2)c1	-9	100	.	-0.2	0	100	100	6	8	0	5

Quoted at random: three compounds from above.
SMILES	Mcl1-Bid inh	RGS7-Gao	Pf gametocyte	ABCB1 inh	Mcl-1 Bim block	RGS4-Gao reg	RGS8-Gao reg	Mcl1 Noxa PPI	Avidin fluor	ABCG2 inh	GSH fluor
CC(O)CNCc1ccccc1C(F)(F)F (centres undefined)	1	102	.	0.1	0	102	100	16	6	1	22
Cc1cccc(NC(=O)CSc2n[nH]c(-c3ccncc3)n2)c1	-9	100	.	-0.2	0	100	100	6	8	0	5
COc1ccc(Nc2nc(NN)nc(C)c2[N+](=O)[O-])cc1	-70	?	8	-0.1	1	109	106	15	10	1	25

(list continues)
SMILES	Mcl1-Bid inh	RGS7-Gao	Pf gametocyte	ABCB1 inh	Mcl-1 Bim block	RGS4-Gao reg	RGS8-Gao reg	Mcl1 Noxa PPI	Avidin fluor	ABCG2 inh	GSH fluor
CCn1cc(C(=O)O)c(=O)c2cnc(N3CCN(C(=S)Nc4ccc(F)cc4)CC3)nc21	-9	?	0	.	.	99	100	-41	6	.	.
CC(=O)c1ccc(NC(=O)CCC(=O)OCC(F)(F)C(F)F)cc1	-16	101	-11	0.2	1	103	107	-11	13	1	10
CCOC(=O)C(CC)Sc1nnc(COc2ccc(C)cc2)n1-c1ccccc1 (centres undefined)	1	.	-6	1.0	-2	.	.	6	.	1	19
CCOC(=O)c1cc(C)n(-c2ccccc2)c1C	-37	?	12	.	.	93	99	10	6	.	.
Cc1cccc(OCC(=O)O/N=C(\N)c2ccccn2)c1C	-3	104	.	-0.1	-3	99	109	-13	11	29	30
O=C1c2ccccc2C(O)N1Cc1cccs1 (centres undefined)	-1	101	55*	0.8	-8	98	99	-3	4	3	11
CCOc1ccc(NC(=S)N(CCc2ccncc2)C(C)C)cc1	-39	106	6	0.4	-3	102	102	4	10	8	10
CCOC(=O)c1cc(NC(=O)Nc2ccccc2Cl)c(C)nc1C	-24	98	2	1.4	0	101	100	11	7	5	16
CCc1ccc(NC(=O)N2CCC(c3ccccc3)C2)cc1 (centres undefined)	6	101	-3	0.4	-3	102	105	9	7	23	17
CCN(C(=O)CSc1nnc(Cc2cccc3ccccc23)n1N)C1CCS(=O)(=O)C1 (centres undefined)	-17	103	.	0.4	0	101	101	24	26	0	19
Cn1c(-c2ccc3ccccc3n2)nc2cnccc21	-4	97	-34	1.1	1	102	100	18	12	9	78
Cc1cccc(C(=O)O)c1NC(=O)c1ccc(F)cc1	8	100	.	0.9	-2	99	99	12	31	11	23
CC1(C)CC(=O)C=C(N2CCCC2)C1	-29	98	.	0.2	-1	105	105	-4	8	1	16
Cc1nc2cc(CO)ccc2s1	-5	105	.	0.3	1	102	103	0	8	1	4
Cc1cc(C)cc(N(CC(=O)NCCSc2ccccn2)S(=O)(=O)c2ccccc2)c1	-4	102	.	3.3	0	103	105	-5	17	17	15
CCCCNC(=S)NCc1ccc2[nH]c(C)cc2c1	-17	117	.	0.6	-2	116	111	12	7	5	17
O=C(O)c1ccccc1SCC(=O)N1c2ccccc2Sc2ccccc21	5	97	-13	-2.5	-7	98	101	10	15	-1	13
Cc1c(O)ccc2c(=O)c(-c3nncn3-c3ccccc3)coc12	-30	?	.	0.7	0	107	102	8	9	5	17
C/C(Nc1ccc(C)cc1)=C(/C#N)C(N)=O	-29	101	-14	0.5	-8	100	100	-9	12	5	27
CCOC(=O)c1c2n(c3ccc(OC(C)=O)cc13)CCC2	-11	96	.	0.1	0	94	93	7	7	2	27
CCOc1cc(C(=O)OCC(=O)Nc2ncc(Cl)c(C)c2Cl)ccc1OCC(=O)N1CCOCC1	-9	109	-3	0.2	-1	104	102	4	16	1	13
CC(=O)N(CN1C(=O)CCC1=O)c1ccc(Cl)c(Cl)c1	-12	101	16	0.2	-2	100	99	-1	10	2	24
CCN(C1CCCCC1)S(=O)(=O)c1ccc(C(=O)O)cc1	9	96	.	0.4	.	98	99	0	9	2	44
O=C(CSc1cccc[n+]1[O-])c1ccccc1Br	-11	?	3	-0.4	1	101	100	25	10	10	17
CN1CCC(=NNC(=O)CN(c2ccc(Oc3ccccc3)cc2)S(C)(=O)=O)CC1	-29	98	8	0.2	-4	98	98	9	14	3	10
COc1ccc(N=c2oc3ccc(OC)cc3cc2-c2nc3ccccc3[nH]2)cc1	50	106	.	0.5	-2	106	103	12	33	2	17

Screening data: PubChem, several laboratories
